# Screens as filed in PubChem.
# Measles CPE = protection of cells from measles virus; Measles virus-infected cells, CPE protection, absorbance; protection (pct of control), % at 4 µM; actives 1.5% (n = 140,000); AID 841; in the data active = protection mostly above about 24%, no sharp cut-off; inactive = mostly below about 26%; note: some compounds called inactive have numbers as strong as hits
# Phagocytosis inh = blocks phagocytosis by macrophages. AID 1029. inhibition, % at 5 µM. actives 0.07% (n = 110,000). J774A.1 macrophage IgG-bead phagocytosis, imaging;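 active = inhibition above the mean of the plate negative controls plus 5 SD, cut at about 13% in these data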;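 note: phagocytic index as fraction of beads internalized from green versus red external bead signal; plate controls were DMSO negative control for no effect and cytochalasin-D positive control for full effect; some results beyond the cut were filed as inactive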
# E-sel TNF inh = blocks E-selectin expression induced by TNF alpha | actives 0.71% (n = 120,000) | inhibition, % at 2 µM | HUVEC TNFa-induced E-selectin immunofluorescence, high content;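 active = inhibition above the batch mean plus 3 SD, and confirmed as a hit on visual image review, cut at about 43% in these data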;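 note: 0% = TNF-stimulated DMSO wells and 100% = unstimulated control wells; not every result past the cut was called active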
# BB579 growth dn = chemicals that inhibit yeast BB579 growth in restrictive medium (lifespan-shortening candidates); actives 0.51% (n = 140,000); S. cerevisiae BB579 growth, OD615, 48 h; inhibition, % at 10 µM; AID 804;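 active = inhibition above a set limit, 3 SD over the mean compound inhibition, cut at about 44% in these data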; note: inactives centre near -24
#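 Test system: Saccharomyces cerevisiae DeaD strain BB579, replicative lifespan model yeast | Buffer or medium: Restrictive CSMM-D medium | Doses: One dose, 10 µM compound with 0.25% DMSO | Incubation: 48 h exposure, 30 °C | Detection: Culture absorbance at 615 nm | Control set: Amphotericin B at 10 µg/mL as positive control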
# MRP-1 activ = activates MRP-1; viability increase, % at 10 µM; H69AR cells + doxorubicin, viability rescue, CellTiter-Glo; actives 0.61% (n = 140,000);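 active = viability gain under doxorubicin at or above a set limit, the compound median plus 3 SD, cut at about 4.7% in these data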;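 note: MRP-1 overexpressing cells given doxorubicin 25 µM after compound pretreatment; 18-22 h compound pretreatment then 72 h with doxorubicin before readout; 0% = doxorubicin-only wells and 100% = vehicle-treated cells without doxorubicin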
# PTEN del growth = suppresses growth of cells with PTEN deletion. HCT116 PTEN-null viability, CellTiter-Glo, 60 h; hits give low values. viability, % at 10 µM. actives 1.2% (n = 140,000). AID 827;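 active = viability at or below a set limit, 4 SD under the median of all tested compounds, cut at about 3.7% in these data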;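 note: PTEN knockout HCT116 line with beta catenin targeted HCT116 as companion control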
# GALR2 antag = antagonists of human galanin receptor 2 (GALR2); O43603; GALR2-expressing cells, antagonist mode; inhibition, % at 4 µM; actives 0.39% (n = 140,000); in the data active = inhibition above about 27%;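 note: cells stimulated with galanin 1-16 at roughly its EC80; 0% = agonist challenge control and 100% = basal control without agonist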
# Target sequence (O43603 whole entry, looked up): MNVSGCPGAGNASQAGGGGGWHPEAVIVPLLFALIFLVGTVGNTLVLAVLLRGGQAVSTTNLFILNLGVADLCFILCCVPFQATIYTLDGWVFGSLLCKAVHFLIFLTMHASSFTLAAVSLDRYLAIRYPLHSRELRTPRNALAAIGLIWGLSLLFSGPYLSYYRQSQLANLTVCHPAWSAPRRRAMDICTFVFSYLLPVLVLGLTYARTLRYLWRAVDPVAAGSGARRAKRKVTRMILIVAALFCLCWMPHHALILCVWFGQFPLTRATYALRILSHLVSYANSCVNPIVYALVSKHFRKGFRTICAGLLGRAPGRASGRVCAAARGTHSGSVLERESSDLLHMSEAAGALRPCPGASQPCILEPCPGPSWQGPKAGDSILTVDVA
# Yeast life ext = yeast lifespan extension. AID 775. inhibition of the nicotinamide effect, % at 10 µM. actives 0.68% (n = 130,000). S. cerevisiae growth with nicotinamide, OD615; deaD strain in restrictive glucose medium;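 active = inhibition above a set limit, placed 3 SD over the median of all compounds, cut at about 26% in these data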;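 note: 0% = nicotinamide-treated wells and 100% = cells grown without nicotinamide; some compounds called inactive have numbers as strong as hits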
#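 Test system – modified budding yeast, DeaD strain · Compound – single dose 10 µM compound, 0.25% DMSO · Times – culture preincubation 4 h, compound exposure 48 h, both 30 °C · Detection – optical density (absorbance) at 615 nm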
# bCat KO growth = beta-catenin-lacking colon tumor cell growth suppression; viability, % at 10 µM; HCT116 beta-catenin knockout viability, CellTiter-Glo, 60 h; hits give low values; actives 1.5% (n = 140,000);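 active = viability at or under a set limit, the compound median less 4 SD, cut at about 6% in these data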;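 note: 0% = Hyamine 1622 control at 20 µM and 100% = untreated cell control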
# NPY Y2 blocker = NPY-Y2 (human) receptor antagonism; P49146; NPY-Y2 expressing cells, antagonist mode; inhibition, % at 2.7 µM; actives 0.99% (n = 140,000); AID 793; in the data active = inhibition above about 17%;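 note: 0% = vehicle with agonist challenge and 100% = reference antagonist with challenge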
# Target sequence (P49146 whole entry, looked up): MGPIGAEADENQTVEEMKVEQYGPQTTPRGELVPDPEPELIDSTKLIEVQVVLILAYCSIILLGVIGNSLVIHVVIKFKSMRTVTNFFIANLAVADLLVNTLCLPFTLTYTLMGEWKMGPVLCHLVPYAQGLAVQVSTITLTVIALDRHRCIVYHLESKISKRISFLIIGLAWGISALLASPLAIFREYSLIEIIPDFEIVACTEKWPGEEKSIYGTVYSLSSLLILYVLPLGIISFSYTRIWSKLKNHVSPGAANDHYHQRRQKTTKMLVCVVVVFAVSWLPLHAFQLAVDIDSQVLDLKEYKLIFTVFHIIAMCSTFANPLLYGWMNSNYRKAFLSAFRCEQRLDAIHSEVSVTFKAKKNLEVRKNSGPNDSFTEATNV
# An asterisk follows results filed as active; . = no result given. Random draw from the library; overall some 6.3% were active at least once.
1	CCCc1nnc(NC(=O)CCC(=O)NCc2ccccc2OC)s1
2	CC1CCCCC1NC(=O)c1ccc(S(=O)(=O)NCc2ccco2)cc1 (stereo not given)
3	C=CCn1c(P(C)(=O)O)nc2ccccc21
4	COc1ccc(N(C(=O)c2ccc(Cl)cc2)C2=CC3CCC(C2)N3C)cc1 (stereo not given)
5	COC(=O)Nc1ncc(CN2C(=O)c3ccccc3C2=O)s1
6	CCn1cc(CNC(=O)c2cccc([N+](=O)[O-])c2)c(C)n1
7	COCCCN1C(=O)C(O)=C(C(=O)c2ccco2)C1c1cccc(Br)c1 (stereo not given)
8	CCCC(=O)Nc1ccc(S(=O)(=O)N2CCOCC2)cc1
9	COc1ccc(NC(=O)c2cc(C)nc3ccccc23)cc1S(=O)(=O)Nc1ccccc1Cl
10	Cc1c(/C=N\NC(=O)c2ccc(F)cc2)cnn1C
screen / no.,1,2,3,4,5,6,7,8,9,10
Measles CPE,3,13,9,27,4,5,2,23,9,10
Phagocytosis inh,-2,.,-9,-1,0,.,-5,.,-7,-3
E-sel TNF inh,-1,-7,.,14,6,.,13,10,-3,-10
BB579 growth dn,-51,-12,6,-43,-10,-2,4,-13,-58,-18
MRP-1 activ,0.8,-3.0,2.1,-1.6,-0.1,-0.4,-1.4,-3.2,1.3,-0.1
PTEN del growth,100,86,96,90,107,91,103,94,88,99
GALR2 antag,6,17,4,5,-12,-5,6,-6,-6,-3
Yeast life ext,-7,-9,3,-5,-11,0,-20,.,2,5
bCat KO growth,100,91,100,84,101,93,98,90,83,91
NPY Y2 blocker,1,17*,3,3,3,-1,0,4,3,0

11	COc1ccc(C/C(N)=N/OC(=O)Cc2ccccc2)cc1
12	COC(=O)/C=C1/SC(=NC(=O)c2ccccc2)NC1=O
13	CC(=O)Nc1ccc(S(=O)(=O)N(C)CC(=O)OCC(=O)c2cc(C)n(-c3ccc4c(c3)OCO4)c2C)cc1
14	O=C(Cc1cccs1)N(Cc1cccs1)C1(C(=O)NC2CCCC2)CCCCC1
15	CC(=O)c1cccc(NC(=O)N2CCCC2C(=O)Nc2cccc(C)c2C)c1 (stereo not given)
16	Cc1ccc(C(=O)CSc2nnc(-c3ccc4[nH]c(C)c(C)c4c3)o2)cc1C
17	CCOC(=O)Cc1ccc(NC(=O)c2ccc(C(C)(C)C)cc2)cc1
18	CCc1nn(CC(=O)NCCCN2CCCC2=O)c(=O)c2cc3sccc3n12
19	O=S(Cc1ccc(Br)cc1)Cc1nnc(SCc2ccc(Br)cc2)n1-c1ccccc1 (stereo not given)
20	CC(=O)c1c(C)[nH]c(C(=O)CSc2nnc(C3CCCCC3)n2N)c1C
screen / no.,11,12,13,14,15,16,17,18,19,20
Measles CPE,5,9,0,16,7,6,5,18,10,12
Phagocytosis inh,.,-6,-11,0,0,-1,1,0,-3,-1
E-sel TNF inh,13,-24,.,-18,.,-11,7,-13,-19,.
BB579 growth dn,-34,19,-7,-19,-2,-38,-74,29,-36,-51
MRP-1 activ,-2.8,-4.2,-0.7,-2.1,-1.4,-5.4,0.9,-0.6,-4.1,-2.1
PTEN del growth,84,99,93,63,93,2.1*,10,108,31,75
GALR2 antag,-9,-3,-1,-14,-2,9,-11,5,-1,-5
Yeast life ext,-15,28*,-1,1,-3,-4,-2,-6,8,-11
bCat KO growth,86,91,93,64,91,4.2*,10,108,15,79
NPY Y2 blocker,7,2,2,50*,4,-2,3,2,6,1

21	O=[N+]([O-])c1cc(C(F)(F)F)cc([N+](=O)[O-])c1N1CCN(S(=O)(=O)c2ccccc2)CC1
22	O=C1/C(=C\c2ccc([N+](=O)[O-])cc2)CCc2ccccc21
23	CC(C)C(=O)NCCc1c[nH]c2ccccc12
24	CCOc1ccc(C(C)=O)cc1N1C(=O)C2C3C=CC(O3)C2C1=O (stereo not given)
25	O=C(NS(=O)(=O)c1ccc(NC(=O)C2CCCO2)cc1)c1ccccc1 (stereo not given)
26	O=C(NCc1ccccn1)C1CC(c2ccc(Cl)c(Cl)c2)=NO1 (stereo not given)
27	COc1ccc2c(c1)CCc1sc(NC(=O)c3ccc(C)cc3)nc1-2
28	COC1=C(OC)c2ccccc2C(C(=O)O)N/C1=C(/C)Nc1ccncc1 (stereo not given)
29	CCOC(=O)c1sc(NC(=S)NC(=O)C23CC4CC(CC(C4)C2)C3)cc1C
30	C=C(C)C1CC=C(C)/C(=N/NC(=O)c2ccc(NC(=O)CCC)cc2)C1 (stereo not given)
screen / no.,21,22,23,24,25,26,27,28,29,30
Measles CPE,11,5,6,6,2,7,16,37,3,14
Phagocytosis inh,.,-15,2,.,.,.,1,0,-3,-1
E-sel TNF inh,.,.,.,.,1,-3,9,-36,.,0
BB579 growth dn,-42,-62,-19,-38,-36,-43,-33,-63,-16,-71
MRP-1 activ,-2.0,-3.2,-0.5,0.2,-2.9,-1.7,4.9*,-1.7,1.9,-0.3
PTEN del growth,75,69,105,91,95,92,86,92,86,103
GALR2 antag,5,10,8,21,-1,10,-5,14,9,1
Yeast life ext,-3,6,4,-2,-4,-23,-22,-8,-2,-4
bCat KO growth,82,67,95,78,89,86,89,89,90,99
NPY Y2 blocker,-2,5,4,0,-1,6,-1,1,2,3

31	CC(=O)Nc1cc(C(=O)N2CCCC2)ccc1S(=O)(=O)c1ccc(C)cc1
32	C=C(C)Cn1c(N2CCCC2)nc2c1c(=O)[nH]c(=O)n2C
33	O=C(O)c1ccc(NC(=O)C2CC=CCC2C(=O)O)cc1 (stereo not given)
34	O=C(c1ccccc1)N1CCN=C1SCc1ccc([N+](=O)[O-])cc1
35	CCC(C)NC(=O)CCSc1ccc(C)cc1 (stereo not given)
36	COc1cc2c3c(c1)-c1c(sn(-c4cc(OC)ccc4OC)c1=S)C(C)(C)N3C(=O)C2=O
37	Cc1cccn2c(=O)c3cc(C#N)c(=NC(=O)c4ccncc4)n(CCCOC(C)C)c3nc12
38	Cc1nc2ccc(NS(=O)(=O)c3ccc4c(c3)OCCO4)cc2s1
39	COC(=O)c1ccccc1NC(=O)c1cccc(COc2ccccc2Cl)c1
40	N#C/C(=C\c1ccc(N2CCOCC2)c([N+](=O)[O-])c1)c1nc2ccccc2[nH]1
screen / no.,31,32,33,34,35,36,37,38,39,40
Measles CPE,23,15,5,7,17,10,17,4,4,5
Phagocytosis inh,.,-1,0,-7,-2,.,1,-3,1,0
E-sel TNF inh,.,-9,12,12,.,-4,.,-4,-20,.
BB579 growth dn,1,16,-22,-23,-37,-23,-5,-23,-12,-37
MRP-1 activ,0.0,-0.5,0.1,1.5,-1.4,0.5,-4.1,-2.1,-3.8,-1.0
PTEN del growth,96,76,102,77,90,1.2*,50,39,24,49
GALR2 antag,-3,7,10,4,-4,-3,-13,34*,15,13
Yeast life ext,-1,-12,-13,-3,-1,-2,-9,-3,-7,-3
bCat KO growth,95,91,102,71,95,2.4*,50,25,23,56
NPY Y2 blocker,0,-1,3,6,1,-2,0,4,10,1

41	Cc1cc(NC(=O)c2cc(-c3cccs3)nc3ccccc23)no1
42	N#Cc1c(NC(=O)CN2CCN(S(=O)(=O)c3ccc4c(c3)OCCO4)CC2)sc2c1CCC2
43	O=S(=O)(NC1CCCCC1)c1ccc(-c2csnn2)s1
44	CCn1nnc(C(=O)O)c1C(=O)O
45	CCOc1c2ccc(C(=O)NCc3ccc(C(F)(F)F)cc3C(F)(F)F)cc2nn1C
46	COC(=O)c1cc2ccsc2n1Cc1cccc(F)c1
47	COc1ccc(-c2sccc2C(C)C(=O)O)cc1 (stereo not given)
48	Cc1cccc(C(=O)NC(=S)NNC(=O)COc2c(C)cccc2C)c1
49	CCOC(=O)C1=C(c2ccccc2)NC(=O)NC1c1ccc(OCC#N)c(OC)c1 (stereo not given)
50	CC(C)C(=O)Nc1ncc(C(F)(F)F)cc1Cl
screen / no.,41,42,43,44,45,46,47,48,49,50
Measles CPE,19,6,12,10,1,18,7,9,4,8
Phagocytosis inh,0,-1,.,0,.,-6,-2,-1,1,-3
E-sel TNF inh,.,.,0,-5,-9,-6,.,.,5,0
BB579 growth dn,12,-5,-7,-38,-6,-21,-16,-5,-13,-11
MRP-1 activ,-4.3,-2.6,-0.5,-0.1,-2.9,-2.1,-0.3,-3.5,-0.7,0.2
PTEN del growth,33,94,99,95,99,94,92,81,92,97
GALR2 antag,16,-3,-1,-7,-3,0,-1,10,10,0
Yeast life ext,-6,-6,-10,-11,-10,-6,-3,11,-11,1
bCat KO growth,27,94,96,98,88,76,109,76,101,93
NPY Y2 blocker,8,1,1,-3,2,5,0,15,3,4

# Complete entries as entered above.
# Cc1cccc(C(=O)NC(=S)NNC(=O)COc2c(C)cccc2C)c1 is listed with Measles CPE = 9; Phagocytosis inh = -1; E-sel TNF inh = .; BB579 growth dn = -5; MRP-1 activ = -3.5; PTEN del growth = 81; GALR2 antag = 10; Yeast life ext = 11; bCat KO growth = 76; NPY Y2 blocker = 15
# CCOc1c2ccc(C(=O)NCc3ccc(C(F)(F)F)cc3C(F)(F)F)cc2nn1C is listed with Measles CPE = 1; Phagocytosis inh = .; E-sel TNF inh = -9; BB579 growth dn = -6; MRP-1 activ = -2.9; PTEN del growth = 99; GALR2 antag = -3; Yeast life ext = -10; bCat KO growth = 88; NPY Y2 blocker = 2
# CC(C)C(=O)Nc1ncc(C(F)(F)F)cc1Cl is listed with Measles CPE = 8; Phagocytosis inh = -3; E-sel TNF inh = 0; BB579 growth dn = -11; MRP-1 activ = 0.2; PTEN del growth = 97; GALR2 antag = 0; Yeast life ext = 1; bCat KO growth = 93; NPY Y2 blocker = 4

# Next part:
51	Cc1ccc(NC(=O)COC(=O)/C=C/c2cccs2)c(C)c1
52	CS(=O)(=O)Nc1ccc(C(=O)NCCC2=CCCCC2)cc1
53	O=C(CSc1nnc(COc2ccccc2)o1)c1ccccc1
54	CC1(C)Cc2ccccc2C(=NCCCC(=O)O)N1
55	CCOC(=O)C1CCCN(c2cc(C)nc3cc(-c4ccc(F)cc4)nn23)C1 (stereo not given)
56	CC1CCN(c2c(NCc3ccc(C(=O)NCc4cccnc4)cc3)c(=O)c2=O)CC1
57	O=C(NCc1ccco1)c1ccccc1Br
screen / no.,51,52,53,54,55,56,57
Measles CPE,5,45,25,11,7,18,4
Phagocytosis inh,-8,-2,-1,-2,0,0,0
E-sel TNF inh,-44,-2,5,-27,-7,12,0
BB579 growth dn,-35,-54,-1,-56,-6,-6,-17
MRP-1 activ,-2.8,-0.7,-3.1,-0.8,0.1,-0.1,-1.3
PTEN del growth,96,98,93,94,58,111,95
GALR2 antag,5,4,0,-3,-8,9,2
Yeast life ext,0,1,-8,-6,-27,-8,0
bCat KO growth,96,93,87,86,64,97,103
NPY Y2 blocker,6,0,8,0,0,1,2
